Screening data (PubChem)
Autophagy HCS: modulators of autophagy; MEF GFP-LC3 puncta imaging; test concentration mostly 10 µM; calls only at 10 µM (by protocol); hit rate 0.98% among 190,000;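 active means percentage of spot-positive cells more than 3 SD above its plate mean, without a fluorescence outlier flag or 80% toxicity; inconclusive means no clear call, values can overlap the other calls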;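 further: spot-positive cell cutoff set from DMSO-treated cells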
Salmonella PhoP GFP: inhibitors of PhoP regulon expression, primary screen, Salmonella Typhimurium, GFP reporter (AID 1863); hit rate 0.16% among 300,000; S. Typhimurium PhoP-regulated promoter GFP reporter, 4 h; higher % means a stronger effect; inhibition, % at 50 µM, or IC50 in µM where a hit was titrated;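 active means inhibition over 29.93%, a cutoff 3 SD above the screen mean, later confirmed by dose response; inconclusive means inhibition over 29.93% but no dose response follow-up; inactive means inhibition at most 29.93% or unconfirmed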;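 further: 0% = low Mg2+ inducing control and 100% = high Mg2+ repressing control; strong numbers were not always called active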
ER stress rescue: rescue of cells from ER stress-induced death, primary screen, 384-well, CSM14.1, thapsigargin, ATP luminescence (AID 1222); CSM14.1 thapsigargin-induced death rescue, ATP luminescence; higher % means a stronger effect; cellular ATP content (survival), % at 20 µM, or EC50 in µM where a hit was titrated; 190,000 tested, under 10 active;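 active means EC50 below 50 µM in the dose-response confirmation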;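 further: death triggered by thapsigargin at about 15 µM added after 2 h compound pretreatment; cell ATP read after overnight thapsigargin exposure of roughly 18 to 22 hours; normalized against plate controls of thapsigargin alone and 5% DMSO vehicle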
Ins promoter up: MIN6 insulin promoter up-regulation; MIN6 insulin promoter-GFP reporter, high-content imaging; active compounds read high; z-score at 5 µM; hit rate 0.3% among 190,000;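 active means z-score above 3 at 5 µM with at least 500 cells counted in the well; inconclusive means wells under 500 cells, flagged as cytotoxic or low count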
bCat nuc transl: modulators of beta-catenin nuclear translocation; hit rate 0.3% among 190,000; nuclear translocation activity, % at 5 µM; AID 1665; HeLa beta-catenin nuclear translocation, immunofluorescence imaging;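 active means nuclear translocation activity above 50% at 5 µM, with a well cell count of 50 or more; inconclusive means wells under 50 cells across six images, flagged as toxic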;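 further: per-cell ratio of nuclear to cytoplasmic median beta-catenin stain intensity; plate controls were DMSO negative control for no effect and GSK-3 inhibitor IX positive control for full effect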
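Read-out: Nuclear/cytoplasmic beta-catenin signal ratio, % activation | Assay system: Human HeLa cell line | Times: 24 h compound exposure at 37°C, 5% CO2 | Signal: Fluorescence imaging of beta-catenin antibody stain plus DAPI | Dosing: 5 µM primary, 0.02–20 µM confirmation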
MT stabilizer: microtubule stabilizers in HeLa cells; AID 2205; HeLa tubulin immunostaining HCS, 24 h; share of cells brighter than vehicle mean+2SD; hit rate 0.83% among 200,000; % tubulin-high responders, % at 10 µM;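 active means plate Z-score above 3 for both tubulin-high and condensed-nucleus cell shares, with cell loss under 80%, at 10 µM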;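 further: anti alpha tubulin signal scored within the nucleus-defined area of each cell; some results filed as inactive read as strong as hits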
Dynein transport: dynein cargo transport inhibition; z-score, hits read low; hit rate 0.47% among 220,000; 3617.4 mouse cells, GR-EGFP nuclear translocation imaging; test concentration mostly 20 µM; stimulated with dexamethasone, 1 µM; active compounds read low;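 active means plate z-score of nuclear minus cytoplasmic receptor signal below a set negative limit, without overly bright fluorescence or cell loss, cut at about -3.5 in these data, passing the limit was not always enough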;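 further: z-score of nuclear minus cytoplasmic ring GR-EGFP intensity difference per well; some compounds called inactive have numbers as strong as hits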
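Buffer or medium: tetracycline-free induction medium containing charcoal-stripped FBS / Reagent: dexamethasone agonist, 1.0 µM final, for 30 min / Technique: automated 10x imaging of fixed Hoechst-stained cells / Times: induction 48 h, compound 1 h, agonist 30 min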
Hep lipid drop: modulators of hepatic lipid droplet formation | AID 1656 | AML12 mouse hepatocytes, oleate lipid droplets, BODIPY imaging | inhibition, % at 6.5 µM | hit rate 0.4% among 240,000;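 active means lipid droplet intensity inhibited by at least 50%, with more than 500 cells counted; inconclusive means wells with under 300 cells, treated as cytotoxic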
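Assay system: AML12 hepatocytes (mouse); Probe or stimulus: oleic acid at 100 µM to induce lipid droplet formation; Dosing: compound at 6.5 µM only; Schedule: compound with oleate, overnight; Detection: fluorescence imaging, 20x objective, two fields per well; Measure: % inhibition of lipid droplet signal.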
T cell HTS: T cell immune modulation candidate. 2C CD8+ T cell-vesicle binding, flow cytometry; active compounds read low. calls only at 7 µM. hit rate 0.068% among 330,000;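 active means response, share of CD8 T cells binding vesicles, and their 90th percentile fluorescence all below set limits, cut at about 80% in these data, passing the limit was not always enough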
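Assay system: 2C TCR transgenic mouse naive CD8+ T cells, MACS-purified | Read-out: CD8+ gate FL2 mean fluorescence as % of same-row positive control | Signal: High-throughput flow cytometry with anti-B7-1 and anti-CD8 staining | Timing: Binding step 1.5 h, 37 °C, antibody labelling 20 min, ice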
Dynein transport cytoplasmic EGFP: second read-out of Dynein transport, no call of its own (marks repeat the call); z-score; measured here: cytoplasmic GR-EGFP intensity; active compounds read high
Dynein transport nuclear GR-EGFP: second read-out of Dynein transport, no call of its own (marks repeat the call); z-score; measured here: nuclear GR-EGFP intensity;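 lower value marks the stronger effect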
Dynein transport cell count: second read-out of Dynein transport, no call of its own (marks repeat the call); z-score; measured here: cell count per field
Ins promoter up cell count: recorded beside Ins promoter up, whose call it bears; cell count; measured here: cytotoxicity, nuclei count;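 total cells summed across four imaged fields per well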
Hep lipid drop cells 6.5 µM: also measured in Hep lipid drop; calls as there; cell count; measured here: cell count, cytotoxicity flag;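 cells counted across two imaged fields per well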
bCat nuc transl cell count 5 µM: second read-out of bCat nuc transl, no call of its own (marks repeat the call); cell count; measured here: cell count, cytotoxicity flag
T cell HTS vesicle-bound %: recorded beside T cell HTS, whose call it bears; double positive events, %; measured here: CD8+ vesicle-bound cell fraction;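 binding gate set so that unloaded-vesicle control wells show 10% double positive cells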
MT stabilizer Hoechst-high %: also measured in MT stabilizer; calls as there; % Hoechst-high responders; measured here: nuclear condensation Hoechst responders;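 share of cells brighter than vehicle mean plus two SD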
MT stabilizer cytotoxicity %: recorded beside MT stabilizer, whose call it bears; toxicity, %; measured here: cytotoxicity by cell density;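 0% = mean cell density of plate MIN control wells and 100% = no cells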
Autophagy HCS cell loss 18 h: second read-out of Autophagy HCS, no call of its own (marks repeat the call); toxicity, %; measured here: cell loss, nuclei count;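 cell loss after 18 h compound exposure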
* = called active by the depositor; i = inactive; ? = inconclusive; . = no result given.

Values in the order – Autophagy HCS	Autophagy HCS cell loss 18 h	Salmonella PhoP GFP	ER stress rescue	Ins promoter up	Ins promoter up cell count	bCat nuc transl	bCat nuc transl cell count 5 µM	MT stabilizer	MT stabilizer Hoechst-high %	MT stabilizer cytotoxicity %	Dynein transport	Dynein transport cytoplasmic EGFP	Dynein transport nuclear GR-EGFP	Dynein transport cell count	Hep lipid drop	Hep lipid drop cells 6.5 µM	T cell HTS	T cell HTS vesicle-bound %
1) COc1ccc(C2=NN(S(C)(=O)=O)C(c3cccs3)C2)cc1 (stereo unspecified)
    i	-4	-4%	-0.9%	0.1	1469	1.2	955	2.1	2.3	13	1.7	-0.029	1.5	-1.8	-16	451	i	27
2) COc1ccc(-c2nc(CSCC(=O)NCc3ccc4c(c3)OCO4)c(C)o2)cc1OC
    i	10	-2%	.	2.4	955	-1.7	961	3.3	2.2	8.4	-0.21	-0.21	0.13	0.62	-76	541	i	40
3) COc1ccccc1NS(=O)(=O)c1ccc(N2CCOCC2)c(NC(=O)c2ccco2)c1
    i	21	-4%	-0.5%	-1.6	1239	-2.1	1092	3.3	2.5	4.0	3	0.024	1.2	-1.4	2	728	i	51
4) CCOC(=O)N1CCC(NC2CCCCCCC2)CC1
    i	-3	12%	0.0%	.	.	-2.0	931	3.4	1.5	9.3	-0.42	-0.25	-0.58	1	.	.	i	23
5) C=CCn1c(-c2ccoc2)n[nH]c1=S
    i	16	0%	0.1%	-0.6	1531	0.1	1339	4.8	2.2	2.4	0.34	-0.32	-0.08	-0.69	.	.	i	14
6) O/N=C(\c1ccc2c(c1)OCCO2)C1CCCCC1
    i	-3	-3%	-2.2%	-0.24	1072	.	.	2.6	2.8	5.3	-0.68	-0.2	-0.34	1.5	-3	667	i	33
7) O=c1cc(N2CCc3ccccc32)[nH]c(=O)n1-c1ccc(Cl)cc1
    i	-5	-10%	-1.9%	-0.65	1209	-0.6	1160	1.9	2.5	6.5	1.6	-0.36	0.32	-0.86	-22	711	i	45
8) CCCCn1c(N)c(N(CCC(C)C)C(=O)COC(=O)c2ccccc2)c(=O)[nH]c1=O
    i	3	0%	0.1%	0.36	1397	-3.9	1143	5.2	2.9	11	-1.1	-0.3	-0.2	0.55	4	672	i	25
9) COc1ccc(NC(=O)COc2ccc(C(=O)NC3CCCc4ccccc43)cc2OC)cc1 (stereo unspecified)
    i	12	-3%	-0.8%	0.17	1276	-3.1	529	2.4	1.8	5.7	-0.72	0.34	-0.24	1.8	0	710	i	49
10) Cc1ccc([N+](=O)[O-])cc1NC(=O)c1ccoc1C
    i	-16	-7%	-1.3%	0.79	1352	-0.1	831	3.4	2.4	6.2	-0.65	-0.29	-0.59	0.68	-15	680	i	27
11) CCCn1c(N/N=C\C=C\c2ccccc2)nc2c1c(=O)[nH]c(=O)n2C
    i	-3	-4%	0.0%	-1.3	1217	0.4	960	2.2	5.1	8.9	0.94	-0.26	0.7	-1.1	12	660	i	10
12) O=C1CCCC2=C1C(c1cn(-c3ccccc3)nc1-c1cccs1)c1c([nH]c(=O)[nH]c1=O)N2 (stereo unspecified)
    i	-9	3%	-1.1%	0.62	1091	1.4	1155	3.6	3.5	4.2	-0.25	-0.27	0.043	-0.035	.	.	i	8
13) COC(=O)N/C(C)=C1/NC(=O)c2ccccc2C(c2ccccc2)N1 (stereo unspecified)
    i	24	-10%	-1.1%	0.68	1013	-1.1	722	4.0	1.9	1.2	0.023	-0.21	0.4	0.95	.	.	i	12
14) Cc1c(C(=O)c2no[n+]([O-])c2C(=O)c2cnn(C)c2C)cnn1C
    i	2	-19%	-9.3%	0.55	1311	-2.7	1011	2.0	1.6	7.7	-3.1	1.5	-1.1	-1.5	.	.	i	2
15) CCOC(=O)c1c(C)c(-c2ccccc2)n(CC(=O)NCCC(C)C)c1C
    .	.	13%	-2.1%	0.48	1870	2.5	1024	4.4	1.9	8.8	0.35	-0.28	0.18	0.29	4	647	i	23
16) CC(=O)NC(Cc1c[nH]c2ccccc12)C(=O)N/N=C/c1ccccc1 (stereo unspecified)
    i	18	-9%	0.8%	.	.	-3.1	587	1.6	1.4	2.3	-1	-0.19	0.16	-0.019	-14	730	i	2
17) CN(C)/C=C(/C(=O)c1ccc(Cl)cc1)n1cncn1
    i	10	-3%	0.1%	-0.61	1233	-0.9	1041	5.7	3.0	4.7	0.75	-0.38	0.61	0.4	.	.	i	45
18) Cc1ccc(C(=O)NC(C)c2ccc(F)cc2)cc1 (stereo unspecified)
    i	50	-6%	-1.5%	0.64	1410	1.3	941	4.7	3.1	7.0	-0.88	-0.28	-0.66	0.59	1	647	i	24
19) C=CCNc1nc2c(c(=O)[nH]c(=O)n2C)n1Cc1cccc(C)c1
    i	3	7%	-1.7%	0.27	1189	-1.0	1039	2.0	4.6	8.4	1.3	-0.17	0.95	-0.71	-1	662	.	.
20) Cc1cccc(N(C)C(=O)c2cc3cc4ccc(C)cc4nc3o2)c1
    i	28	-9%	-2.7%	0.07	1883	-0.3	1126	2.9	1.9	4.3	3.5	-0.054	2.6	-2.1	-11	669	.	.
21) c1ccc(-c2ccc(CN3CCN(c4ncccn4)CC3)cc2)cc1
    i	2	10%	-2.1%	0.46	1455	4.4	1370	2.5	2.1	5.4	0.64	-0.1	0.56	-1.1	.	.	i	25
22) Cc1nnc(NC(=O)CSc2ccc3nnc(-c4ccccn4)n3n2)s1
    i	-7	3%	1.0%	-0.06	1111	-0.1	1098	2.3	1.7	2.5	2.1	-0.24	0.96	0.53	-2	719	i	49
23) c1ccc(Cn2nnc3c(N4CCN(Cc5ccc6c(c5)OCO6)CC4)ncnc32)cc1
    i	2	10%	0.8%	-1	1155	1.3	1069	4.2	3.4	5.8	-0.73	-0.1	-0.33	0.76	5	780	i	10
24) CN(c1ccc(OCC(=O)N2CCOCC2)cc1)S(=O)(=O)c1ccc(Cl)cc1
    i	-1	0%	-0.4%	1.3	1106	-1.0	1135	2.4	2.0	3.7	1.2	-0.24	1.1	-1.1	-2	703	i	44
25) CCC(C)(C)NC(=O)c1cc([N+](=O)[O-])ccc1N1CCCCC1
    i	11	15%	-0.3%	0.11	1457	-1.6	585	1.6	1.1	1.6	0.87	-0.17	0.18	-0.91	-3	720	i	13
26) O=C(NCc1ccncc1)C(=O)Nc1ccc2c(c1)OCO2
    i	13	5%	-1.6%	0.58	1367	-0.7	1478	8.5	1.6	6.7	0.61	-0.2	0.13	-0.43	-3	606	i	28
27) Cc1cc2cc(CCNC(=O)c3cccc([N+](=O)[O-])c3)c(=O)[nH]c2cc1C
    i	8	11%	-2.3%	-0.29	1218	-0.6	972	6.1	2.0	2.6	1.9	-0.24	0.71	-1.1	?	.	i	54
28) COc1ccc(/C(C)=N/NC(=O)Cc2c(C)nc(C)[nH]c2=O)cc1
    i	4	3%	1.2%	0.34	1224	1.1	922	7.0	1.6	7.3	-0.2	-0.17	0.077	0.43	2	698	i	41
29) Cc1ccc(S(=O)(=O)N2CCN(CC(=O)N/N=C\c3cccnc3)CC2)cc1
    i	-1	12%	2.0%	0	1410	-0.9	1161	6.7	2.3	4.6	0.55	-0.17	0.87	-2.7	10	664	i	53
30) CCOC(=O)C1(CCCc2ccccc2)CCN(C(=O)CCc2cnccn2)CC1
    i	35	7%	2.0%	-0.85	1313	0.0	1114	2.5	1.9	3.8	-0.46	-0.12	-0.39	0.47	16	710	i	59
31) CC(C(=O)c1ccc(-c2ccccc2)cc1)[n+]1cccc(NC(=O)c2ccccc2)c1 (stereo unspecified)
    .	.	78µM*	.	0.17	1155	-0.5	1310	.	.	.	0.92	-0.14	0.79	-0.17	2	721	i	17
32) COc1ccccc1NC(=O)C(=O)Nc1ccccn1
    i	-3	7%	-0.6%	0.35	1440	-1.9	1450	1.4	0.9	8.0	-0.13	-0.16	-0.085	0.16	.	.	i	28
33) CCCc1cc(=O)[nH]c(N/N=C/C=C\c2ccccc2)n1
    i	1	9%	1.2%	-0.63	1475	0.6	1448	2.0	1.0	2.3	0.084	-0.32	-0.12	0.29	17	733	i	41
34) O=C(CCC1CCCC1)NCCCN1CCOCC1
    i	-1	0%	-0.8%	.	.	.	.	5.2	2.0	8.6	0.24	-0.23	0.48	1.3	-2	713	i	31
